Bioassay records (PubChem BioAssay)
eIF4E 4G PPI: eIF4E–eIF4G protein interaction inhibitors, primary screen, biochemical, uHTS, TR-FRET, eIF4GI fragment; inhibition, % at 21.7 µM; AID 782, 2007; TR-FRET eIF4E-eIF4GI(517-606) binding, 2 h; Eukaryotic translation initiation factor 4E (Mus musculus) + Eukaryotic translation …; 220,000 compounds, 0.37% hits;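 further: 0% = full FRET control wells and 100% = background wells lacking eIF4GI fragment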
Furin inh: human furin inhibitors, primary screen, biochemical, fluorescence intensity. purified furin, fluorogenic substrate cleavage. 220,000 compounds, 0.061% hits. P09958. AID 463115, 2010. inhibition, % at 30 µM; in the data active means inhibition above about 25%; further: inactives centre near -15
NCF1 inh: p47phox/p22phox peptide binding inhibitors, primary screen, biochemical, uHTS, NADPH oxidase regulatory subunit; fluorescence polarization, 2 h; AID 1274, 2008; 220,000 compounds, 0.53% hits; inhibition, % at 24.7 µM; Neutrophil cytosol factor 1 (Homo sapiens), P14598;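 further: 0% = p47phox with labelled peptide and 100% = labelled peptide alone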
Target sequence (P14598 whole entry, looked up): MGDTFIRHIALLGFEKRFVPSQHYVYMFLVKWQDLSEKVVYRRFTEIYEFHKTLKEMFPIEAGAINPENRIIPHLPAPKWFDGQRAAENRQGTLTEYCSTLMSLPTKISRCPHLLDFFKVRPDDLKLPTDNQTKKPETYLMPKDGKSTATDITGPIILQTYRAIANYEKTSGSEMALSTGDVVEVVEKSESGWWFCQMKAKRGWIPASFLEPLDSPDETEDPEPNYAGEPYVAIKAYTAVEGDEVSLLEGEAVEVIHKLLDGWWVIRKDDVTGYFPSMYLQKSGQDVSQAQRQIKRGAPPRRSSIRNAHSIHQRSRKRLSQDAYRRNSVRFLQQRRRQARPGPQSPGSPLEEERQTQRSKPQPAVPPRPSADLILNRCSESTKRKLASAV
KLK5 inh: human KLK5 protease inhibitors, primary screen, biochemical, 1536-well | recombinant hK5, fluorogenic AMC substrate cleavage | inhibition, % at 5 µM | 210,000 compounds, 0.59% hits;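 active means inhibition of 40% or more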;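 further: 0% = enzyme controls without compound and 100% = no-enzyme blanks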
14-3-3 Bad inh: inhibitors of 14-3-3 zeta/Bad binding, primary screen, biochemical, TR-FRET, bovine 14-3-3 zeta. 14-3-3 protein zeta/delta (Bos taurus), P63103. TR-FRET 14-3-3zeta/Dy647-pBad peptide displacement, 1 h. inhibition, % at 21.7 µM. 220,000 compounds, 0.71% hits. AID 781, 2007;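 active means inhibition above about 70%, limit read from the data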;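 further: 0% = full 14-3-3 plus peptide FRET controls and 100% = background without 14-3-3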
Rad51 HR inh: human RAD51 strand exchange inhibitors, primary screen, biochemical, fluorescence | DNA repair protein RAD51 homolog 1 (Homo sapiens), Q06609 | hRad51 DNA strand exchange, fluorescence dequenching | inhibition, % at 10 µM | 200,000 compounds, 0.085% hits | AID 1385, 2008;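 active means inhibition above 40% at the single screening dose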;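 further: 0% = DMSO control wells and 100% = blanks with heterologous ssDNA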
Target sequence (Q06609 whole entry, looked up): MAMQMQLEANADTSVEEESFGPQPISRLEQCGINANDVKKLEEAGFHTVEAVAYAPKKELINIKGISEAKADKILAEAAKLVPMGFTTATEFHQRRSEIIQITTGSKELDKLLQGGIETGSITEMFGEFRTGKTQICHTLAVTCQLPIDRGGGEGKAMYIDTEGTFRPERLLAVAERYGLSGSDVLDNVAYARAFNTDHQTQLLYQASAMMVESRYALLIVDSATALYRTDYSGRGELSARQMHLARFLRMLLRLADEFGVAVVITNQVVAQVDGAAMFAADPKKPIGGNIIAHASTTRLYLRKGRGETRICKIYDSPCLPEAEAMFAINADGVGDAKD
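Material: human Rad51–ssDNA filaments; Probe or stimulus: labelled 47-mer dsDNA for strand exchange; Doses: single 10 µM dose; Incubation: 37 °C 15-min filament assembly, 30-min compound preincubation, 15-min exchange; Technique: FRET fluorescence dequenching, excitation 485 nm, emission 520 nm; Measure: Fluorescence-based percent inhibition, control- and blank-normalised; Benchmarks: plate control and blank wells.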
thrombin 1536: human alpha-thrombin inhibitors, primary screen, counter-screen for coagulation protease inhibitor project, biochemical, 1536-well, fluorogenic AMC substrate; Boc-VPR-AMC fluorogenic substrate cleavage; AID 1046, 2008; inhibition, % at 5 µM; 220,000 compounds, 0.26% hits; Prothrombin (Homo sapiens), P00734;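 active means inhibition at or above 40%; inactive means inhibition below 40%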;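 further: 0% = enzyme with no compound and 100% = wells without enzyme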
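Test system: human alpha-thrombin; medium: pH 7.5 Tris-saline with Tween 20; times: reaction at room temperature; signal: AMC fluorescence at 355 nm excitation and 460 nm emission; also added: Boc-VPR-AMC substrate, 15 µM final; dosing: one concentration per compound, 5 µM, with 0.2% DMSO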
EBV gp42 inh: Epstein-Barr virus gp42 inhibitors, primary screen, biochemical, uHTS, fluorescence polarization | Glycoprotein 42 (Epstein-Barr virus (strain AG876)), Q1HVG2 | Fluorescence polarization binding assay, mP read-out | inhibition, % (tested at 21.74 µM) | 220,000 compounds, 0.42% hits; in the data active means inhibition above about 50%
Target sequence (Q1HVG2 whole entry, looked up): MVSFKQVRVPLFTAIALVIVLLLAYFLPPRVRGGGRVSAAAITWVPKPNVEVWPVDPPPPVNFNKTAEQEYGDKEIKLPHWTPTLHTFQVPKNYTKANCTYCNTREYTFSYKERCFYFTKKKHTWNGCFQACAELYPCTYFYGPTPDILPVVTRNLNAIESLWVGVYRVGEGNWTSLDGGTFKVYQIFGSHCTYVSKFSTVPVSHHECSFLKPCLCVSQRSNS
KCC2 mod: KCC2 cotransporter modulators, thallium flux, primary screen, cell-based, HEK293 KCC2, FluoZin-2 fluorescence, MLSMR. KCC2 cells, thallium flux FluoZin-2 fluorescence. AID 1456, 2008. B-score of Tl+ flux slope (higher = more flux/activation; lower = inhibition) at 10 µM. Solute carrier family 12 member 5 (Homo sapiens), Q9H2X9. 190,000 compounds, 2.2% hits;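 active means thallium flux slope and its plate-corrected score both differing from the plate sample mean at a set confidence after two filtering rounds, in either direction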;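 further: slope of fluorescence scaled to starting intensity during 10 to 20 s after thallium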
Active calls of the source: *; x = no result given; [ ] = another dose, or the depositor's remark.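 How the source made its calls, unless noted: active means inhibition above about 30% (limit read from the data); inactive means the rest.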

1) COc1ccc(NC(=O)C2(c3ccc(NC(=O)c4ccc(OC(C)=O)cc4)cc3)CCCC2)cc1
2) Cn1c(=O)oc2cc(S(=O)(=O)N3CCC(C(=O)NCCc4ccccc4)CC3)ccc21
3) Cc1ccc2[nH]c3c(=O)n4c(nc3c2c1)SCC4
4) O=C(c1ccccc1CCc1ccccc1)N1CCN(c2ccccn2)CC1
5) NC(=O)c1ccc(NCCCN2CCOCC2)c([N+](=O)[O-])c1
6) C#CCSc1nnc(-c2cc3c(C(F)(F)F)nn(C)c3s2)n1C
7) CCOc1cc(C(=O)NCc2ccncc2)cc(OCC)c1OCC
8) COCCCn1c(CCC(=O)O)ccc1-c1cccs1
assay / entry | 1 | 2 | 3 | 4 | 5 | 6 | 7 | 8
eIF4E 4G PPI | 0.6[fluorescence artefact?] | -9.0 | 1.9 | 8.4 | 2.2 | -1.4 | 0.6 | 16.9
Furin inh | -25.7[20 µM] | -20.6 | -16.3 | -16.7[20 µM] | -5.3 | -21.3[20 µM] | 1.9[20 µM] | -25.9[20 µM]
NCF1 inh | -10.3 | -9.1 | -6.8 | -11.6 | -7.9 | -9.1 | -3.3 | -16.5
KLK5 inh | 2.0 | 0.1 | -3.9 | -3.6 | x | -22.9 | -10.6 | -2.0
14-3-3 Bad inh | 18.6 | -2.5 | -7.9 | 0.7 | -8.5 | -1.9 | 3.2 | -7.7
Rad51 HR inh | -1.6 | 3.3 | 3.9 | 1.9 | x | 6.0 | -6.4 | -13.0
thrombin 1536 | 4.5 | -3.5 | -12.1 | 0.7 | 1.8 | 4.6 | 2.8 | -0.4
EBV gp42 inh | -12.1 | -6.3 | -8.1 | -15.5 | -13.0 | 0.9 | -9.8 | -0.8
KCC2 mod | x | -0.0614 | -2.4 | -2.05 | 0.913 | x | x | 0.013

9) C=C(C)COc1ccc(-c2[nH]ncc2Oc2ccccc2OCC)c(O)c1
10) CSc1ccc(C(=S)N2CCN(Cc3ccccc3)CC2)cc1
11) CCNC(=S)N/N=C/c1ccc(F)cc1
12) Cc1ccc(N(CN2CCCC2=O)C(=O)c2ccccc2)cc1
13) CC1CCCC(NC(=O)CCCn2c(=O)[nH]c3cc(Cl)ccc3c2=O)C1C (stereo not drawn)
14) Cc1cc2ncn(S(=O)(=O)c3ccc(S(=O)(=O)N4CCOCC4)cc3)c2cc1C
15) O=C(CNC(=O)c1ccc2c(c1)OCCO2)N/N=C/c1ccc(O)cc1O
16) Nc1ccc(-c2nc3cc(N)ccc3n2CCO)cc1
assay / entry | 9 | 10 | 11 | 12 | 13 | 14 | 15 | 16
eIF4E 4G PPI | 3.6[fluorescence artefact?] | 16.3 | -0.7 | -6.3 | -6.9[fluorescence artefact?] | -0.4 | -6.5 | -3.0
Furin inh | 1.6 | -9.0[20 µM] | -19.3 | -25.8 | -27.5[20 µM] | -24.8[20 µM] | -19.5 | -2.1
NCF1 inh | 0.8 | -9.7 | 5.3 | -9.7 | -17.5 | 1.2 | -16.8 | 2.6
KLK5 inh | 13.2 | -2.1 | -1.6 | -4.0 | -12.7 | -2.6 | -9.9 | -7.5
14-3-3 Bad inh | -3.1 | -9.3 | -1.6 | 0.3 | -3.2[fluorescence artefact?] | 0.3 | 5.2[fluorescence artefact?] | -1.1
Rad51 HR inh | 0.7 | -0.7 | -6.8 | 6.4 | 10.4 | -8.3 | -1.7 | 6.9
thrombin 1536 | -1.0 | 3.4 | -6.4 | -8.3 | -5.9 | -8.6 | 3.0 | -1.5
EBV gp42 inh | 19.5 | -10.9 | 8.7 | -6.2 | -19.7 | -3.7 | 20.2 | -4.7
KCC2 mod | x | -1.59 | 1 | 1.44 | 0.839 | -0.731 | 0.0347 | -0.025

Compound profiles (already shown):
Cc1ccc(N(CN2CCCC2=O)C(=O)c2ccccc2)cc1 is entered as eIF4E 4G PPI = -6.3; Furin inh = -25.8; NCF1 inh = -9.7; KLK5 inh = -4.0; 14-3-3 Bad inh = 0.3; Rad51 HR inh = 6.4; thrombin 1536 = -8.3; EBV gp42 inh = -6.2; KCC2 mod = 1.44
C=C(C)COc1ccc(-c2[nH]ncc2Oc2ccccc2OCC)c(O)c1 is entered as eIF4E 4G PPI = 3.6[fluorescence artefact?]; Furin inh = 1.6; NCF1 inh = 0.8; KLK5 inh = 13.2; 14-3-3 Bad inh = -3.1; Rad51 HR inh = 0.7; thrombin 1536 = -1.0; EBV gp42 inh = 19.5; KCC2 mod = x

Remaining list, next part:
17) O=C(Nc1ccc2c(c1)OCO2)OCc1ccccc1
18) Cc1ccc(-n2nnnc2CSc2nnc(-c3ccc(O)cc3)o2)cc1
19) CCc1ccccc1N1C(=O)CC(N2CCc3ccccc32)C1=O (stereo not drawn)
20) Cc1ccc(S(=O)(=O)NCc2ccncc2)c(C)c1C
21) CCOC(=O)c1ccc(N2CN(CC)CNC2=S)cc1
22) COc1ccc(-n2ccsc2=S)cc1
23) COc1ccccc1N1CCN(C(=O)c2cc(C)oc2C)CC1
24) CCOC(=O)CSCC(=O)Nc1ccc(S(=O)(=O)N2CCCCC2)cc1
assay / entry | 17 | 18 | 19 | 20 | 21 | 22 | 23 | 24
eIF4E 4G PPI | 8.6 | 3.8 | 0.3 | -1.2 | -3.2 | 3.2 | 5.3 | 2.3
Furin inh | 11.0[20 µM] | -20.8 | -26.8 | -15.5 | -21.8 | -18.8 | -31.6 | -27.0[20 µM]
NCF1 inh | -1.6 | -7.5 | -12.1 | 2.3 | -0.1 | -5.6 | x | 1.5
KLK5 inh | 13.3 | -16.4 | x | -4.2 | -12.3 | -19.4 | -0.9 | -7.3
14-3-3 Bad inh | -2.4 | -6.8 | -6.0 | -1.0 | -8.5 | 10.4 | 0.4 | -12.8
Rad51 HR inh | x | 3.7 | x | 12.5 | 5.1 | 1.3 | x | 2.4
thrombin 1536 | 7.8 | 2.0 | 1.4 | -5.7 | -12.4 | 3.4 | -0.4 | 2.3
EBV gp42 inh | -13.5 | -2.6 | 0.9 | 12.1 | -4.0 | -22.5 | -6.8 | -7.4
KCC2 mod | -0.759 | -0.671 | -0.069 | -0.00829 | 0.306 | x | 0.0839 | x

In the list so far, five contain two or more sulfur atoms:
6) C#CCSc1nnc(-c2cc3c(C(F)(F)F)nn(C)c3s2)n1C
10) CSc1ccc(C(=S)N2CCN(Cc3ccccc3)CC2)cc1
14) Cc1cc2ncn(S(=O)(=O)c3ccc(S(=O)(=O)N4CCOCC4)cc3)c2cc1C
22) COc1ccc(-n2ccsc2=S)cc1
24) CCOC(=O)CSCC(=O)Nc1ccc(S(=O)(=O)N2CCCCC2)cc1
assay / entry | 6 | 10 | 14 | 22 | 24
eIF4E 4G PPI | -1.4 | 16.3 | -0.4 | 3.2 | 2.3
Furin inh | -21.3[20 µM] | -9.0[20 µM] | -24.8[20 µM] | -18.8 | -27.0[20 µM]
NCF1 inh | -9.1 | -9.7 | 1.2 | -5.6 | 1.5
KLK5 inh | -22.9 | -2.1 | -2.6 | -19.4 | -7.3
14-3-3 Bad inh | -1.9 | -9.3 | 0.3 | 10.4 | -12.8
Rad51 HR inh | 6.0 | -0.7 | -8.3 | 1.3 | 2.4
thrombin 1536 | 4.6 | 3.4 | -8.6 | 3.4 | 2.3
EBV gp42 inh | 0.9 | -10.9 | -3.7 | -22.5 | -7.4
KCC2 mod | x | -1.59 | -0.731 | x | x

Next section.
25) CC(=O)c1sc(=S)n(-c2ccccc2)c1C
26) COCCCNC(=S)Nc1ccc2c(c1)OCCO2
27) Clc1ccccc1Cc1noc(CN2CCN3CCCC3C2)n1 (stereo not drawn)
28) O=C(CNc1cccc(C(F)(F)F)c1)N/N=C/c1cn(-c2ccccc2)nc1-c1ccccc1
29) COC(=O)c1ccc2c(=O)n(CCCN3CCCC3=O)c(=S)[nH]c2c1
30) COCCNC(=O)CSc1nc(-c2ccc(OC)c(OC)c2)cc(C(F)(F)F)n1
31) Cc1ccc(-n2c(P(C)(=O)O)nc3ccccc32)cc1
assay / entry | 25 | 26 | 27 | 28 | 29 | 30 | 31
eIF4E 4G PPI | 12.6 | -2.5 | -3.0 | 19.9 | -3.8 | 5.5 | 4.5
Furin inh | 1.0 | -18.6 | -12.4 | -20.0 | 2.6[20 µM] | -20.4[20 µM] | -25.0
NCF1 inh | -5.1 | -10.7 | 1.5 | -22.2 | -3.0 | -3.5 | -0.7
KLK5 inh | 12.8 | -8.2 | x | -7.2 | -3.2 | -5.7 | -3.2
14-3-3 Bad inh | -2.2 | -7.1 | -12.0 | -0.9[fluorescence artefact?] | -0.9 | -2.6[fluorescence artefact?] | 2.2
Rad51 HR inh | -6.2 | -3.9 | -0.5 | 5.6 | 2.5 | -0.1 | -4.9
thrombin 1536 | 13.6 | -3.4 | -6.8 | 0.6 | -2.9 | -0.1 | -5.4
EBV gp42 inh | -7.2 | -7.2 | 6.3 | -22.0 | -11.0 | -11.5 | -8.0
KCC2 mod | -0.0144 | 0.919 | 0.854 | 0.277 | x | -1.06 | 1.53
